HKDC1 inh: blocks human hexokinase HKDC1 activity. 0.16% of 340,000 active. recombinant HKDC1, G6PDH/diaphorase resazurin coupled fluorescence. inhibition, % at 20 µM. Q2TB90;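 active = inhibition above about 35% when tested at 20 µM, limit read from the data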;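 note: plate controls were DMSO wells with enzyme for no effect and DMSO wells lacking enzyme for full effect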
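System: Recombinant HKDC1 hexokinase | Amount: HKDC1 at 5 µg/mL | Reagent: Glucose with 1 mM ATP | Doses: Single 20 µM dose | Incubation: Reaction time 90 min, room temperature, protected from light | Signal: Coupled resazurin fluorescence, excitation 525 nm, emission 613 nm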
SENP8 block-1: inhibitors of human SENP8 protease | purified SENP8, Z-RLRGG-aminoluciferin cleavage, luminescence | inhibition, % at 10 µM | 1.2% of 330,000 active | AID 2540; in the data active = inhibition above about 50%
SENP8 block-2: SENP8 (human) protease inhibition; recombinant SENP8, Nedd8 substrate fluorescence; inhibition, % at 20 µM; 0.64% of 360,000 active; AID 602440; in the data active = inhibition mostly above about 40%, no sharp cut-off; inactive = mostly below about 27%
SENP1 FRET inh: blocks the human SENP1 SUMO protease catalytic domain | Q9P0U3 | recombinant SENP1 catalytic domain, CyPet-SUMO1-YPet FRET cleavage | inhibition, % at 10 µM | 0.21% of 360,000 active;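 active = inhibition at least 30% at 10 µM, raw YFP signal under a set limit, fluorescence ratio 0.5 to 1.5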;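 note: 0% = enzyme with DMSO and 100% = no enzyme wells; some results filed as inactive read as strong as hits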
Target sequence (Q9P0U3 419-644 limits assumed): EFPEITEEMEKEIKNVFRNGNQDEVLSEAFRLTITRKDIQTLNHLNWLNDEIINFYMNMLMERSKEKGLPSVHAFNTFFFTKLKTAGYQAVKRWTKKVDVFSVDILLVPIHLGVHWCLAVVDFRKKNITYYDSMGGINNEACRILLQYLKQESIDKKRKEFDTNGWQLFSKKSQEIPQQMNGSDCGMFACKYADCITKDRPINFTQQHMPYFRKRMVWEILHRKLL
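Test system: human SENP1 catalytic domain; medium: Tris pH 8 buffer plus EDTA, NaCl, BME, BSA, NP40, catalase; incubation: 50 min reaction at room temperature; technique: FRET, CFP and YFP emission; controls: no-enzyme low control and enzyme-plus-DMSO high control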
Apaf1 inhib: inhibitors of human Apaf-1 apoptosome; O14727; reconstituted apoptosome caspase-3 activity, DEVD-Rh110 fluorescence; inhibition, % at 20 µM; 0.71% of 330,000 active; AID 489030; active = inhibition of at least 40% at 20 µM;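 note: plate controls were DMSO wells for no effect and DEVD-CHO caspase inhibitor wells for full effect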
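Material: biochemical Apaf-1 apoptosome reconstitution. Medium: Hepes buffer, pH 7.5. Also added: cytochrome c activation, bis-DEVD rhodamine 110 substrate. Timing: 30 min compound preincubation, 50 min activation, room temperature. Measured by: rhodamine 110 fluorescence at Ex 480/Em 540 nm.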
SENP6 block: blocks the human protease SENP6; Recombinant SENP6 catalytic domain, aminoluciferin luminescence; inhibition, % at 10 µM; 1.8% of 330,000 active;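 active = inhibition above about 50% at the single tested dose, limit read from the data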;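 note: plate controls were DMSO wells with enzyme for no effect and DMSO wells lacking enzyme for full effect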
Target sequence (Q9GZR1 628-1112 limits assumed): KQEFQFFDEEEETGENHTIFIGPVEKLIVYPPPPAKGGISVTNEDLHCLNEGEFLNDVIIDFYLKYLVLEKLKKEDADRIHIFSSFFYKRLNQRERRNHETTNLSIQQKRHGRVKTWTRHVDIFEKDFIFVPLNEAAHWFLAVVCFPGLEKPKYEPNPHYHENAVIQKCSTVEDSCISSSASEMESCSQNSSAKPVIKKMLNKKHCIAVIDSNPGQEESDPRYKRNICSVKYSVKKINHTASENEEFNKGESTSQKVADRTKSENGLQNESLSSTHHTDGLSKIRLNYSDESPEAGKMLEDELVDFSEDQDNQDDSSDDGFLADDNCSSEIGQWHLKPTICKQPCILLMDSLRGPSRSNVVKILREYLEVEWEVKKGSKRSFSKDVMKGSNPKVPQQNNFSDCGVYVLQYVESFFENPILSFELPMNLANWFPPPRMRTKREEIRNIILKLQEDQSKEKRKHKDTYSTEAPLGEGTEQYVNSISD
SENP7 inh: blocks the human protease SENP7; Q9BQF6; recombinant SENP7, Z-RLRGG-aminoluciferin luminescence, 40 min; inhibition, % at 5 µM; 1.5% of 330,000 active; AID 434973;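 active = inhibition above about 50% at the single test dose, limit read from the data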;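 note: plate controls were DMSO with enzyme for no effect and no enzyme buffer wells for full effect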
Target sequence (Q9BQF6 706-1050 limits assumed): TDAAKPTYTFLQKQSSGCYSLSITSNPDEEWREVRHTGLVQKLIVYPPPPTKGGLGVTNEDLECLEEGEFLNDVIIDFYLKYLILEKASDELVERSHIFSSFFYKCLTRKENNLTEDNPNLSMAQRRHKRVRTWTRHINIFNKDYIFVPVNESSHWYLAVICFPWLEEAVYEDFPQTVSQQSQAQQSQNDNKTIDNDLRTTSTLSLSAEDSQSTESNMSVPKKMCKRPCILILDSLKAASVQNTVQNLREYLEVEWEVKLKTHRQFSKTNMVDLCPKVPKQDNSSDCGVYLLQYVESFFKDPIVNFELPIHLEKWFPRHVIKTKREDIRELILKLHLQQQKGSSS
PfG6PD inh: PfG6PD (Plasmodium falciparum) enzyme inhibition. AID 504690. inhibition, % at 20 µM. PfGluPho enzyme, NADPH resazurin-diaphorase fluorescence. 0.78% of 350,000 active;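 active = inhibition reaching at least a set limit at 20 µM in the primary screen, cut at about 59% in these data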;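 note: 0% = DMSO wells with substrate and 100% = DMSO wells lacking glucose-6-phosphate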
* marks the source's active call; other numbers are inactive results; i = inactive; x = no result given. Some of the compounds tested; rates above refer to the full screens.

structure,HKDC1 inh,SENP8 block-1,SENP8 block-2,SENP1 FRET inh,Apaf1 inhib,SENP6 block,SENP7 inh,PfG6PD inh
CCOC(=O)C1=C(N)Oc2cc(C)oc(=O)c2C12C(=O)N1c3c(cccc32)C(C)CC1(C)C (stereo unspecified),3,-4,12,1,8,0,10,-10
COc1ccc2c(c1)C(c1ccc(N(CCCl)CCCl)cc1)=NCC2,-5,x,-182,-2,x,x,x,8
CN1C(=O)C(=Cc2ccccc2OCc2ccc(C(=O)O)cc2)C(=O)N(C)C1=O,-1,3,2,3,-6,7,0,4
O=C1CC(=O)N(Cc2ccccc2)C(=S)N1,-3,2,11,-38,-3,0,7,-11
O=C(NC(=C(Cl)Cl)P(=O)(c1ccccc1)c1ccccc1)c1ccccc1,-7,-2,3,0,1,-2,12,-10
COc1cccc(NC(=O)N2CCC3(CC2)OCCO3)c1,12,2,12,-1,-6,-2,-1,6
Cc1cccc(-n2c(O)c(C=NCCCN3CCOCC3)c(=O)[nH]c2=O)c1C,-7,4,5,2,-3,-17,3,-7
Cc1cccc(-n2c(O)c(C=Nc3ccc(Br)cn3)c(=O)[nH]c2=O)c1,-5,1,-228,3,7,-17,3,-3
CN1CCN(C(=O)COc2ccc(N(C)S(=O)(=O)c3ccc(F)cc3)cc2)CC1,-10,0,14,-3,-27,2,-1,10
Cc1ccccc1-n1c(-c2ccco2)nc2ccccc2c1=O,-4,-5,11,0,7,-2,0,-3
Nc1ccc2c3c(cccc13)-c1ccccc1-2,7,x,-425,-28,x,x,x,79*
S=P(Nn1cnnc1)(c1ccccc1)c1ccccc1,-6,6,11,3,-3,-3,-3,-6
CCCCn1nc(C)c(C(=O)O)c1Cl,-7,-4,39,1,-11,-12,-7,9
Cn1c(O)c(C(=Nc2ccccc2)SCc2ccc(Cl)cc2)c(=O)n(C)c1=O,-1,1,21,0,-6,-41,-9,17
O=C1N=c2ccccc2=C/C1=C\c1c(O)[nH]c(=S)[nH]c1=O,15,-5,-52,-11,8,-15,-8,-11
COc1ccc(/C=C2\C(=O)NC(=O)N(CCC3=CCCCC3)C2=O)c(OC)c1,9,-3,6,0,14,-16,-4,3
O=C(Cc1ccccc1)OCc1ccccc1,-3,-25,7,0,-1,13,-11,2
CC(=O)N1Cc2cnnn2-c2ccccc2C1(C)C#N (stereo unspecified),-2,x,6,0,x,x,x,1
CCCC(C)C1(CC)C(=O)NC(=Nc2ccccc2OC)NC1=O (stereo unspecified),-12,7,17,3,-5,3,1,1
CP(=O)(Nc1ccccc1)C(Cl)(Cl)Cl (stereo unspecified),-8,2,17,0,-7,6,5,-2
COc1cccc(NC2=NCCCS2)c1,-5,2,8,0,-17,-15,4,-8
CN1C(=O)C(=Cc2ccc(-c3cccc(Cl)c3)o2)C(=O)N(C)C1=O,x,1,x,x,4,0,0,x
C=CCC1(Nc2ccccc2)CC(C)N(C)CC1C (stereo unspecified),-3,-7,10,1,-8,-21,2,2
CCCCn1c(=O)c(C(=O)Nc2ccccc2Cl)c(O)c2ccccc21,-7,-1,-98,1,-6,-22,-9,5
Cc1cccc(CS(=O)(=O)Cc2ccc(C(=O)N3CCC4(CC3)OCCO4)o2)c1,-2,-6,26,0,0,-13,-4,-4
COC(=O)C1=C(c2ccc(F)cc2OCc2ccccc2)C[C@@H]2CC[C@H]1N2C(=O)NCc1ccc([N+](=O)[O-])cc1,2,5,11,3,21,-8,6,14
COC(=O)C1=C(c2cc3ccccc3s2)C[C@@H]2CC[C@H]1N2C(=O)NCCNC(C)=O,-3,1,14,3,-3,1,3,2
Cn1cccc1C1CCCN1CC(=O)Nc1ccc(C#N)c(Cl)c1 (stereo unspecified),-1,-7,17,-4,8,-1,0,7
COC(=O)C1=C(c2c(C)noc2C)C[C@@H]2CC[C@H]1N2C(=O)NCCNC(C)=O,1,-1,1,4,7,-12,5,-18
O=C(Cn1ncn2c(cc3cc(F)ccc32)c1=O)N1CCC2(CC1)OCCO2,-6,-8,-300,-2,2,5,16,-3
CCC(=O)OC(Cc1ccccc1)(c1ccccc1)C(C)CN(C)C (stereo unspecified),-5,x,2,2,x,x,x,1
COCCn1c(O)c(/C=N/NC(=O)CSC(=S)N2CCCC2)c(=O)[nH]c1=S,-10,-13,-85,-36,12,-9,-1,-35
CC12CN3CC(C)(CN(C1)C31CCSCC1)C2=O,-6,2,23,2,-8,-10,2,-8
CC[N+]12CCC(CC1)C(=C(c1ccccc1)c1ccccc1)C2,8,7,4,2,6,7,8,-11
CCCCCn1c(=O)c(C(=O)NCCc2ccccc2)c(O)c2ccccc21,-6,-11,-32,0,10,9,8,4
NP(=O)(OCC(F)(F)F)Oc1ccccc1 (stereo unspecified),-1,-8,19,2,2,-10,-6,-16
Cc1ccc(-n2c(C)cc(/C=C3/C(=O)NC(=O)N(Cc4ccco4)C3=O)c2C)cc1,-5,-2,7,-36,3,-3,7,-6
O=C1CC(=O)N(c2cccc(F)c2)C(=O)N1,-7,-12,8,-1,-5,3,1,-15
CCCCn1c(=O)c(C(=O)Nc2ccccc2N)c(O)c2ccccc21,-7,-13,-400,-1,17,-2,-12,6
CN(C)C1(CNC(=O)c2cc(S(=O)(=O)N3CCOCC3)c(Cl)cc2Cl)CCCCC1,-4,-2,6,1,0,-10,5,-3
CCC(C)n1c(O)c(/C=N/Nc2ccccc2)c(=O)[nH]c1=S (stereo unspecified),12,-2,27,-37,14,-14,0,9
CC(=Nc1ccc2c(c1)CCC2)c1c(O)n(-c2ccccc2)c(=O)[nH]c1=O,-7,12,4,1,9,4,8,12
Cc1ccc(OP(=O)(Nc2cccc(C)c2)Oc2ccc(C)cc2)cc1,3,-16,13,-2,21,-8,1,28
O=C(c1cc2nc(-c3ccccc3)cc(-c3ccccc3)n2n1)N1CCC2(CC1)OCCO2,-6,-9,i,-67,30,-9,17,6
O=C1C2CCN(CC2)C1Cc1ccccc1O (stereo unspecified),2,-1,x,x,-2,-2,2,-22
CCC(C)(C)n1nnnc1C(c1cccs1)N1CC=C(c2ccc(F)cc2)CC1 (stereo unspecified),1,-1,-1,-12,12,9,6,12
CN1C(=O)N(C)C(=O)C2(Cc3cc(NC(=O)c4ccc(F)cc4)ccc3N3CCCC32)C1=O (stereo unspecified),13,-11,-97,-23,6,-17,2,14
COc1ccc(N2C(=O)NC(=O)/C(=C/c3ccc(N4CCOCC4)cc3)C2=O)cc1,x,3,x,x,-4,-2,6,x
COC(=O)C1=C(c2ccc(S(C)(=O)=O)cc2)C[C@@H]2CC[C@H]1N2C(=O)NCCS(C)=O (stereo partly specified),-7,-19,13,1,-3,-21,6,7
CN(C)P(=O)(N(C)C)N1CC1,-7,x,18,1,x,x,x,-5
Cc1cnc[nH]1,-4,14,3,1,-7,-13,0,-15
C[N+](C)(C)CCc1ccc(O)cc1,-5,-2,24,1,-4,6,6,-11
Cc1cc(C)[n+](CCCC[n+]2c(C)cc(C)cc2C)c(C)c1,-4,1,15,0,7,7,-2,10
Cn1c(=O)cc(OCC(=O)N2CCN(C3CCCCC3)CC2)c2ccccc21,-3,-1,2,1,-5,-12,-5,21
COc1cccc(C2CC3C(=O)C=CC2N3Cc2ccccc2)c1 (stereo unspecified),9,-6,9,5,15,15,6,-1
CC(C)(C)c1ccc(CSc2cnn(C(C)(C)C)c(=O)c2Cl)cc1,2,-2,16,3,15,-6,4,18
CCOCCN1CCC(OC(C)=O)C(C)C1 (stereo unspecified),0,-4,6,2,0,-4,2,-5
COc1ccc(C2CC(c3c(O)n(CCc4ccccc4)c(=O)[nH]c3=O)=NN2)cc1OC (stereo unspecified),0,-1,33,0,17,5,-10,-33
COC(=O)C1=C(c2ccc(Cl)c(C(F)(F)F)c2)C[C@@H]2CC[C@H]1N2C(=O)NC(C)C,-3,-3,14,2,11,-5,0,5
Cc1cccc(-n2c(O)c(/C=N/NC(=O)c3ccncc3)c(=O)[nH]c2=O)c1,-5,-6,-254,-17,-11,5,-2,18

Continued.
structure,HKDC1 inh,SENP8 block-1,SENP8 block-2,SENP1 FRET inh,Apaf1 inhib,SENP6 block,SENP7 inh,PfG6PD inh
CC/C(CC(c1ccccc1)c1c(O)c2ccccc2oc1=O)=N\NC(N)=S (stereo unspecified),21,-7,-66,4,3,-19,-5,-2
OCC(Cl)CCl (stereo unspecified),-5,-1,-5,-1,-5,-17,-5,-20
CC(=O)c1c(O)n(-c2cccc(Cl)c2)c(=O)[nH]c1=O (tested in a mixture with another compound),2,-4,-28,-25,0,-20,-4,-15
COC(=O)C1=C(c2ccc(F)cc2F)C[C@@H]2CC[C@H]1N2C(=O)NC1Cc2ccccc2C1,1,-4,15,1,5,-19,1,9
C[C@@H]1CC2C3CC=C4C[C@@H](O)CC[C@]4(C)C3CC[C@]2(C)[C@H]1O (stereo partly specified),2,18,9,2,-19,11,-7,-2
O=C(C1CCC(=O)N1C1CCCC1)N1CCC2(CC1)OCCO2 (stereo unspecified),-2,-9,2,3,-8,-14,-7,-1
COC(=O)C1=C(c2cccc(OCc3ccccc3)c2)C[C@@H]2CC[C@H]1N2C(=O)NCCOc1ccc(OC)cc1,3,8,-1,1,14,0,3,22
COC(=O)C1=C(c2ccc(OC)c(OC)c2)C[C@@H]2CC[C@H]1N2C(=O)NC(C)C,-3,-7,-3,2,-1,-12,-42,0
O=c1[nH]c(=O)n(Cc2ccccc2)c(O)c1C=NCCCO,0,-13,6,1,-4,-27,-7,-13
COc1ccc(OC)c(N=Cc2c(O)n(Cc3ccccc3)c(=S)[nH]c2=O)c1,0,2,-252,-42,1,-13,3,15
CCCOc1ccc(N2C(=O)CC(N3CC=C(c4ccccc4)CC3)C2=O)cc1 (stereo unspecified),-14,0,28,3,13,7,-2,13
C=COCCn1c(C)c(C(C)=O)c2cc(O)ccc21,-12,-3,7,0,0,-20,-9,13
CC(=NCCCn1ccnc1)c1c(O)n(C2CCCCC2)c(=O)[nH]c1=O,-2,-4,18,1,-7,-7,0,0
CC(=O)N(C1=NCCCS1)c1ccc(Cl)cc1,-5,-12,8,0,-4,-13,-5,-7
COc1cc2c(cc1OC)C13CCN4CC5=CCOC6CC(=O)N2C1C6C5CC43 (stereo unspecified) (tested in a mixture with another compound),-5,-11,32,0,-2,-5,9,0
CC(C)N(Cc1ccco1)/N=C/c1c(O)n(Cc2ccccc2)c(=O)[nH]c1=O,0,-11,20,0,8,-14,10,2
Cc1ccc(O)c(CN2CCC3CCC(C3)C2)c1 (stereo unspecified),-4,x,6,1,x,x,x,9

Retrieved by compound from the list above:
structure,HKDC1 inh,SENP8 block-1,SENP8 block-2,SENP1 FRET inh,Apaf1 inhib,SENP6 block,SENP7 inh,PfG6PD inh
CC(C)N(Cc1ccco1)/N=C/c1c(O)n(Cc2ccccc2)c(=O)[nH]c1=O,0,-11,20,0,8,-14,10,2
C=COCCn1c(C)c(C(C)=O)c2cc(O)ccc21,-12,-3,7,0,0,-20,-9,13
CC(=O)c1c(O)n(-c2cccc(Cl)c2)c(=O)[nH]c1=O (tested in a mixture with another compound),2,-4,-28,-25,0,-20,-4,-15
